Screens as filed in PubChem.
Pemphigus Ab inh: inhibitors of pemphigus antibody binding to DSG3, primary screen, biochemical, bead-based, flow cytometry, scFv-GFP; DSG3-coupled beads, scFv-anti-DSG3-GFP binding; active compounds read low; binding (percent of control), % at 10 µM; 310,000 tested, 0.48% active;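 active = binding more than 3 SD below its plate's average and above zero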;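 also: hits lower antibody fragment binding to DSG3; some compounds called inactive have numbers as strong as hits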
HTR5A inv ctr: HTR5A inverse agonists in luminescence cell assay, primary screen, counter-screen for OPRM1-OPRD1 heterodimer inverse agonist project, full-deck HTS; HTR5A cell line, inverse agonism; inhibition, % at 9.3 µM; 340,000 tested, 0.083% active; 5-hydroxytryptamine receptor 5A (Homo sapiens), P47898; in the data active = inhibition mostly above about 23%, no sharp cut-off; inactive = mostly below about 18%;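 also: 0% = cells with DMSO and 100% = no-cell wells with DMSO; some compounds called inactive have numbers as strong as hits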
PKA-R2B activ: activators of PKA-R2B holoenzyme, primary screen, biochemical, fluorescence polarization, Cy5-IP20, human; AID 504700, 2011; cAMP-dependent protein kinase catalytic subunit beta (Homo sapiens) + cAMP-dependent …; 340,000 tested, 0.079% active; PKA-R2B holoenzyme dissociation; R2B truncated from residue 108, S112A mutant; 0% DMSO only, 100% 113 µM cGMP; activation, % at 11.4 µM;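 active = activation above a cutoff set at the mean over all compounds plus 3 SD, cut at about 18% in these data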;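 also: higher means more holoenzyme dissociation and a rise in polarization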
OPRM1-OPRD1 inv: inverse agonists of MOR-DOR heterodimerization, primary screen, cell-based, luminescence. cell-based MOR-DOR heterodimer luminescence, inverse agonism. inhibition, % at 9.3 µM. 340,000 tested, 0.21% active. AID 504357, 2011; in the data active = inhibition above about 22%, passing the limit was not always enough;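 also: 0% = cells with DMSO and 100% = wells without cells with DMSO; values of inactives mirror those of a sister screen read the other way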
Target sequence (P35372 whole entry, looked up): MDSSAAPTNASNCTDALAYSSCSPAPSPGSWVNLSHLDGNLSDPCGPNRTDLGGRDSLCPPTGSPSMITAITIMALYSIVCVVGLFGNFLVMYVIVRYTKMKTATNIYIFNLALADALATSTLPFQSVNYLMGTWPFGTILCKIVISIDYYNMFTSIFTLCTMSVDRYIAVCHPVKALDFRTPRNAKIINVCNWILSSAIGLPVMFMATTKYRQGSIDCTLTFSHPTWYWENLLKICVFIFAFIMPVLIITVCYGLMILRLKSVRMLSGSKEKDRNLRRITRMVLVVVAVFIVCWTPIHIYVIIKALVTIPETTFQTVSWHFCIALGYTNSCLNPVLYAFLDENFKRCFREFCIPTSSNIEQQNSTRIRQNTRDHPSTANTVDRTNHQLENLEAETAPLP
Target sequence (P41143 whole entry, looked up): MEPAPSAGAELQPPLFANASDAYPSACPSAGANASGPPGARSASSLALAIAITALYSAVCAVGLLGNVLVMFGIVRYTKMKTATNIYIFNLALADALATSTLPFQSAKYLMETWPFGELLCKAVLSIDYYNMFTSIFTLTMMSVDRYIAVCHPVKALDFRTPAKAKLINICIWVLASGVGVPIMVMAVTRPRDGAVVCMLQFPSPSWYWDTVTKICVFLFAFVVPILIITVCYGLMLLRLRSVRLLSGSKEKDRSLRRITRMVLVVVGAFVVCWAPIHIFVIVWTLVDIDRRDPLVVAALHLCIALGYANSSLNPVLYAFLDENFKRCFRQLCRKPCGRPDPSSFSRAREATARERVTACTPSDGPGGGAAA
PKA-R1A act: activators of PKA-R1A holoenzyme, primary screen, biochemical, fluorescence polarization, Cy5-IP20, bovine R1A, mouse PKAc; cAMP-dependent protein kinase type I-alpha regulatory subunit (Bos taurus) + …; PKA-R1A dissociation; scaled: DMSO 0%, 113 µM cGMP 100%; activation, % at 11.4 µM; 340,000 tested, 0.083% active; AID 504707, 2011;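 active = percent activation above the mean of all tested compounds plus 3 SD, cut at about 19% in these data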;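 also: higher means more PKAc released from R1A so a rise in polarization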
Arr AP2 block: inhibitors of beta-arrestin/AP2 binding, primary screen, biochemical, GPCR trafficking, flow cytometry; 340,000 tested, 0.31% active; inhibition, % at 10 µM; AID 504490, 2011; beta-arrestin 1 C-terminal peptide binding to AP2 beta2-adaptin appendage (human); FITC-arrestin peptide / GST-AP2 beads; AP2 beta2 appendage carries R879A mutation;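 active = inhibition above a set limit, near 3 SD of compounds lacking own fluorescence, cut at about 54% in these data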;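 also: plate controls were DMSO wells for no effect and 5 µM unlabelled arrestin peptide for full effect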
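test system = AP2 appendage R879A on GSH beads | buffer or medium = PBS plus Tween 20 (0.05%) and BSA (0.1%) | incubation = 12 min plus 1 h, RT | detection = bead flow cytometry, FITC channel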
DAGLB inh: DAGLB lipase inhibitors, primary screen, biochemical, fluorescence, HTS. Diacylglycerol lipase-beta (Homo sapiens), Q8NCG7. HEK293T DAGLB membrane lysate, EnzChek fluorogenic substrate. inhibition, % at 5.17 µM. 340,000 tested, 0.059% active. AID 504411, 2011; in the data active = inhibition above about 34%;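 also: 0% = enzyme with vehicle and 100% = wells lacking enzyme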
MOR-DOR ag: agonists of OPRM1-OPRD1 heterodimerization, primary screen, cell-based, luminescence; cells; 340,000 tested, 0.3% active; Mu-type opioid receptor (Homo sapiens) + Delta-type opioid receptor (Homo sapiens), …; activation, % at 9.3 µM; AID 504326, 2011; in the data active = activation above about 18%;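 also: 0% = vehicle-treated cells and 100% = reference agonist; values of inactives mirror those of a sister screen read the other way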
HTR5A ag ctr: HTR5A agonists in luminescence cell assay, primary screen, counter-screen for OPRM1-OPRD1 heterodimer agonist project, full-deck HTS | 5-hydroxytryptamine receptor 5A (Homo sapiens), P47898 | cell-based | activation, % at 9.3 µM | 340,000 tested, 0.61% active | AID 504692, 2011; in the data active = activation mostly above about 9.5%, no sharp cut-off; inactive = mostly below about 7.6%;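 also: 0% = cells with vehicle only and 100% = reference agonist; strong numbers were not always called active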
V-ATPase pH: regulators of yeast V-ATPase proton pumping, primary screen, pHLuorin cytosolic pH fluorescence | S. cerevisiae | response, % at 10 µM | AID 504577, 2011 | 350,000 tested, 0.37% active; in the data active = response mostly above about 7.3%, no sharp cut-off; inactive = mostly below about 5.4%; also: actives read high; inactives centre near 0; some compounds called inactive have numbers as strong as hits; reference of the scale not given here
Numbers without * were called inactive.

For Cc1cc2cc(CCNC(=O)c3ccc(C)c([N+](=O)[O-])c3)c(=O)[nH]c2cc1C the results were Pemphigus Ab inh 90, HTR5A inv ctr 8, PKA-R2B activ 5, OPRM1-OPRD1 inv 16, PKA-R1A act -8, Arr AP2 block -8, DAGLB inh -1, MOR-DOR ag -3.1, HTR5A ag ctr -1 and V-ATPase pH -1.
Screening CC(C)[C@H](NC(=O)c1ccccc1)C(=O)OCC(=O)N1CC2(C)CC1CC(C)(C)C2 (stereo partly drawn) returned Pemphigus Ab inh 107, HTR5A inv ctr -18, PKA-R2B activ -4, OPRM1-OPRD1 inv -2, PKA-R1A act 3, Arr AP2 block 5, DAGLB inh 1, MOR-DOR ag 0.3, HTR5A ag ctr -3 and V-ATPase pH 3.
`O=C(NCCN1CCN(c2ccccc2)CC1)Nc1ccc(Cl)cc1` gave Pemphigus Ab inh 108, HTR5A inv ctr 9, PKA-R2B activ 0, OPRM1-OPRD1 inv -18, PKA-R1A act 5, Arr AP2 block 8, DAGLB inh -5, MOR-DOR ag 3.8, HTR5A ag ctr -3 and V-ATPase pH -1.
Cc1cc(N2CCOCC2)nc(NCc2ccccc2)n1 was read as Pemphigus Ab inh 102, HTR5A inv ctr 12, PKA-R2B activ -22, OPRM1-OPRD1 inv 13, PKA-R1A act 6, Arr AP2 block 11, DAGLB inh -1, MOR-DOR ag -2.3, HTR5A ag ctr -5 and V-ATPase pH 2.
Screening O=C(Nc1ccccc1N1CCCCC1)c1cccc(F)c1 returned Pemphigus Ab inh 101, HTR5A inv ctr -16, PKA-R2B activ 0, OPRM1-OPRD1 inv -22, PKA-R1A act -9, Arr AP2 block -4, DAGLB inh -16, MOR-DOR ag 5.1, HTR5A ag ctr 6 and V-ATPase pH -1.
`CCc1ccc(NC(=O)C2CCCN2C(=O)NC2CCCCC2)cc1` (stereo not drawn) gave Pemphigus Ab inh 104, HTR5A inv ctr -3, PKA-R2B activ 1, OPRM1-OPRD1 inv 6, PKA-R1A act -6, Arr AP2 block 6, DAGLB inh -1, MOR-DOR ag -1.0, HTR5A ag ctr 1 and V-ATPase pH 8.
`Cc1ccc(C=Nc2cc([N+](=O)[O-])ccc2C)s1` gave Pemphigus Ab inh 102, HTR5A inv ctr 10, PKA-R2B activ -4, OPRM1-OPRD1 inv 11, PKA-R1A act -13, Arr AP2 block 36, DAGLB inh -1, MOR-DOR ag -2.0, HTR5A ag ctr -3 and V-ATPase pH 2.
`COc1ccccc1N1CCN(/N=C/c2cccc(OC)c2O)CC1` gave Pemphigus Ab inh 90, HTR5A inv ctr -13, PKA-R2B activ -4, OPRM1-OPRD1 inv -24, PKA-R1A act 3, Arr AP2 block -4, DAGLB inh 0, MOR-DOR ag 3.7, HTR5A ag ctr 5 and V-ATPase pH 1.
For O=C(CN1CCN(c2ccccn2)CC1)Nc1ccc(Oc2ccccc2)cc1 the results were Pemphigus Ab inh 107, HTR5A inv ctr 14, PKA-R2B activ 1, OPRM1-OPRD1 inv 8, PKA-R1A act -2, Arr AP2 block 21, DAGLB inh -5, MOR-DOR ag -1.7, HTR5A ag ctr -6 and V-ATPase pH -1.
Screening Cc1ccnc(SCCn2c(Br)nc3c2c(=O)[nH]c(=O)n3C)n1 returned Pemphigus Ab inh 101, HTR5A inv ctr -17, PKA-R2B activ 4, OPRM1-OPRD1 inv 12, PKA-R1A act 2, Arr AP2 block -76, DAGLB inh 1, MOR-DOR ag -2.5, HTR5A ag ctr 7 and V-ATPase pH 1.
For O=C(CN1C(=O)c2ccccc2S1(=O)=O)Nc1ccon1 the results were Pemphigus Ab inh 119, HTR5A inv ctr -2, PKA-R2B activ -5, OPRM1-OPRD1 inv 7, PKA-R1A act -1, Arr AP2 block 43, DAGLB inh -1, MOR-DOR ag -1.2, HTR5A ag ctr 1 and V-ATPase pH -3.
COc1cccc(C(=O)CSc2nnc(CNS(C)(=O)=O)n2-c2ccc(C)cc2)c1 was read as Pemphigus Ab inh 99, HTR5A inv ctr 5, PKA-R2B activ 9, OPRM1-OPRD1 inv 3, PKA-R1A act 4, Arr AP2 block 20, DAGLB inh 1, MOR-DOR ag -0.5, HTR5A ag ctr -2 and V-ATPase pH -2.
Cc1c(CC(=O)O)c(=O)oc2c(C)c(OCc3nn[nH]n3)ccc12 was read as Pemphigus Ab inh 88, HTR5A inv ctr 11, PKA-R2B activ -4, OPRM1-OPRD1 inv 0, PKA-R1A act -3, Arr AP2 block 2, DAGLB inh 1, MOR-DOR ag 0.0, HTR5A ag ctr -1 and V-ATPase pH 0.
O=C1COc2ccc(C(=O)COC(=O)c3ccc(Cl)cc3[N+](=O)[O-])cc2N1 was read as Pemphigus Ab inh 107, HTR5A inv ctr 2, PKA-R2B activ -18, OPRM1-OPRD1 inv -31, PKA-R1A act 3, Arr AP2 block 9, DAGLB inh 3, MOR-DOR ag 4.7, HTR5A ag ctr 1 and V-ATPase pH 5.
For Cc1nn(CC(=O)Nc2ccccc2C(F)(F)F)c(=O)c2cccn12 the results were Pemphigus Ab inh 111, HTR5A inv ctr 4, PKA-R2B activ -1, OPRM1-OPRD1 inv 19, PKA-R1A act -7, Arr AP2 block -3, DAGLB inh 1, MOR-DOR ag -3.7, HTR5A ag ctr -3 and V-ATPase pH -3.
`COC(=O)c1ccc(NC(=O)N2CCOCC2)cc1` gave Pemphigus Ab inh 104, HTR5A inv ctr 4, PKA-R2B activ -9, OPRM1-OPRD1 inv 12, PKA-R1A act -1, Arr AP2 block 10, DAGLB inh -2, MOR-DOR ag -2.2, HTR5A ag ctr 0 and V-ATPase pH 1.
Cc1ccccc1NC(=O)CSc1n[nH]c(-c2ccco2)n1 was read as Pemphigus Ab inh 101, HTR5A inv ctr 0, PKA-R2B activ 4, OPRM1-OPRD1 inv -3, PKA-R1A act 4, Arr AP2 block -29, DAGLB inh 0, MOR-DOR ag 0.5, HTR5A ag ctr 0 and V-ATPase pH -1.
Screening Cc1ccc(S(=O)(=O)N2CCC(C(=O)OCCOc3cccc(C)c3)CC2)cc1 returned Pemphigus Ab inh 106, HTR5A inv ctr -16, PKA-R2B activ 0, OPRM1-OPRD1 inv -4, PKA-R1A act -3, Arr AP2 block -13, DAGLB inh -9, MOR-DOR ag 1.0, HTR5A ag ctr 6 and V-ATPase pH 0.
Screening CCOC(=O)c1cc(-c2nnc(-c3cc(OC)c(OC)c(OC)c3)o2)c(C)nc1C returned Pemphigus Ab inh 100, HTR5A inv ctr -13, PKA-R2B activ 0, OPRM1-OPRD1 inv 16, PKA-R1A act -8, Arr AP2 block 24, DAGLB inh -2, MOR-DOR ag -3.8, HTR5A ag ctr 5 and V-ATPase pH -2.
`Cc1cccnc1NC(=O)c1ccc(OCC2CCCO2)cc1` (stereo not drawn) gave Pemphigus Ab inh 101, HTR5A inv ctr 6, PKA-R2B activ -1, OPRM1-OPRD1 inv 18, PKA-R1A act -4, Arr AP2 block -1, DAGLB inh 2, MOR-DOR ag -4.2, HTR5A ag ctr -2 and V-ATPase pH 3.
For Cc1ccc2nc(NC(=O)c3ccco3)sc2c1 the results were Pemphigus Ab inh 91, HTR5A inv ctr -17, PKA-R2B activ 2, OPRM1-OPRD1 inv -7, PKA-R1A act 6, Arr AP2 block 22, DAGLB inh -1, MOR-DOR ag 1.3, HTR5A ag ctr 7 and V-ATPase pH 2.
For Cc1c(C(=O)NCCSCc2ccccc2)cccc1[N+](=O)[O-] the results were Pemphigus Ab inh 102, HTR5A inv ctr -1, PKA-R2B activ 8, OPRM1-OPRD1 inv -9, PKA-R1A act -1, Arr AP2 block 7, DAGLB inh -1, MOR-DOR ag 1.8, HTR5A ag ctr 0 and V-ATPase pH -2.
For Cc1ccccc1-c1nc(CS(=O)(=O)CC(=O)N2CCN(C)CC2)c(C)o1 the results were Pemphigus Ab inh 90, HTR5A inv ctr 21, PKA-R2B activ 0, OPRM1-OPRD1 inv 2, PKA-R1A act 3, Arr AP2 block 11, DAGLB inh 4, MOR-DOR ag -0.4, HTR5A ag ctr 1 and V-ATPase pH 6.
Screening O=C(Cn1nnc(-c2cccs2)n1)NCc1ccco1 returned Pemphigus Ab inh 95, HTR5A inv ctr 13, PKA-R2B activ 3, OPRM1-OPRD1 inv 16, PKA-R1A act -3, Arr AP2 block 10, DAGLB inh -1, MOR-DOR ag -3.1, HTR5A ag ctr 4 and V-ATPase pH 1.
Screening CCCc1nn2c(=O)c(C(c3cccc(Cl)c3)c3c(O)nc4sc(CCC)nn4c3=O)c(O)nc2s1 returned Pemphigus Ab inh 111, HTR5A inv ctr 10, PKA-R2B activ 7, OPRM1-OPRD1 inv 6, PKA-R1A act 6, Arr AP2 block -3, DAGLB inh 6, MOR-DOR ag -1.3, HTR5A ag ctr -1 and V-ATPase pH -2.
Screening CCOC(=O)C1(CCCc2ccccc2)CCN(Cc2ccn[nH]2)CC1 returned Pemphigus Ab inh 103, HTR5A inv ctr 8, PKA-R2B activ -3, OPRM1-OPRD1 inv -14, PKA-R1A act -1, Arr AP2 block 3, DAGLB inh -1, MOR-DOR ag 1.9, HTR5A ag ctr -3 and V-ATPase pH 1.
For Cc1ccc2c(c1)C(O)(C1COC(C)(C)CC1=O)C(=O)N2C (stereo not drawn) the results were Pemphigus Ab inh 89, HTR5A inv ctr 18, PKA-R2B activ -1, OPRM1-OPRD1 inv 18, PKA-R1A act -10, Arr AP2 block -5, DAGLB inh 2, MOR-DOR ag -2.8, HTR5A ag ctr -7 and V-ATPase pH 0.
`COc1cc(Nc2c3c(nc4ccccc24)CCC3)cc(OC)c1OC` gave Pemphigus Ab inh 107, HTR5A inv ctr -10, PKA-R2B activ -1, OPRM1-OPRD1 inv 11, PKA-R1A act -6, Arr AP2 block 5, DAGLB inh 1, MOR-DOR ag -2.2, HTR5A ag ctr 3 and V-ATPase pH 3.
`COc1ccc(OC)c(S(=O)(=O)n2cnc3ccccc32)c1` gave Pemphigus Ab inh 97, HTR5A inv ctr -5, PKA-R2B activ 11, OPRM1-OPRD1 inv 7, PKA-R1A act -5, Arr AP2 block 2, DAGLB inh -1, MOR-DOR ag -1.4, HTR5A ag ctr 1 and V-ATPase pH -2.
